Kir21 inh: inhibitors of mouse Kir2.1 inward-rectifier potassium channel. B-score at 10 µM. AID 1672, 2009. Inward rectifier potassium channel 2 (Mus musculus), P35561. actives 0.85% (n = 310,000). HEK293-Kir2.1, FluxOR thallium flux fluorescence; stronger effect = lower value;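 active means fluorescence ratio B-score at or below minus 3 SD of library scores, with starting-brightness B-score within 2 SD, cut at about -4.2 in these data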;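 further: channel flux triggered by added potassium and thallium sulfate stimulus; B-score of peak minus minimum fluorescence over baseline after thallium stimulus; more negative B-score means stronger Kir2.1 block with less thallium influx; some compounds called inactive have numbers as strong as hits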
Target sequence (P35561 whole entry, looked up): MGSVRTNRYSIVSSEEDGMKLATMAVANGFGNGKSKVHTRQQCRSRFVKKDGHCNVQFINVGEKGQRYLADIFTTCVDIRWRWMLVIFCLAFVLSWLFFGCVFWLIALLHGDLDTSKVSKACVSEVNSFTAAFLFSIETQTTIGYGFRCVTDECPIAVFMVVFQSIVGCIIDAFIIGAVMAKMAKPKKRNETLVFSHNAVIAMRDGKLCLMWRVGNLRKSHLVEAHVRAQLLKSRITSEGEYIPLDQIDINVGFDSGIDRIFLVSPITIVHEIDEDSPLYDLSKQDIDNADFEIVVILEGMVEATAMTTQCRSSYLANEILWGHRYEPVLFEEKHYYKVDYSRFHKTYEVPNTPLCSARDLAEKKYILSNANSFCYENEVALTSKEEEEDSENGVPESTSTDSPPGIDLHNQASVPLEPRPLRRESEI
STK33 inh: inhibitors of purified STK33 kinase, primary screen, biochemical, ADP-Glo luminescence, homogeneous, cell-free. Serine/threonine-protein kinase 33 (Homo sapiens), Q9BYT3. MBP phosphorylation. inhibition, % at 10 µM. actives 0.073% (n = 320,000);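 active means inhibition at or above 25%, using the most active replicate where run in duplicate; inactive means inhibition below 25%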
Target sequence (Q9BYT3 whole entry, looked up): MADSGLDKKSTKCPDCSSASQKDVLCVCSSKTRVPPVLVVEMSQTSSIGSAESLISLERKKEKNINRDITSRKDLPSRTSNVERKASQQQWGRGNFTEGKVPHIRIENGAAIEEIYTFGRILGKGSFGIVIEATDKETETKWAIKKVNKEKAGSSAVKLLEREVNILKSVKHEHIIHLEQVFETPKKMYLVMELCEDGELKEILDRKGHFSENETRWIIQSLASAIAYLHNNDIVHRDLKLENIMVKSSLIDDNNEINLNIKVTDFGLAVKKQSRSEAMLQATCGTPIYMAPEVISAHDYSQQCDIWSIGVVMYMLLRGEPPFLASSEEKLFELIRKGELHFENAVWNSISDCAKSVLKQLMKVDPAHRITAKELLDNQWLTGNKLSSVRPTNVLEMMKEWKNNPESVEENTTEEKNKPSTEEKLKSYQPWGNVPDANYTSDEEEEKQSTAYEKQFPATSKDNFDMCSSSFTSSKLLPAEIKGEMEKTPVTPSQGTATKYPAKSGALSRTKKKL
KCNQ2 block: KCNQ2 potassium channel inhibitors, primary screen, cell-based, CHO-K1, FluxOR thallium flux, B-score (AID 2156); Potassium voltage-gated channel subfamily KQT member 2 (Rattus norvegicus), O88943; actives 1.1% (n = 310,000); B-score at 10 µM; 20 min; stronger effect = lower value;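 active means fluorescence ratio B-score at most minus 3 library SDs, with starting brightness B-score within 2 library SDs, cut at about -5.5 in these data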
Numbers without * were called inactive; i = inactive; . = no result given.

A first look:
SMILES | Kir21 inh | STK33 inh | KCNQ2 block
O=C(CCCC(=O)N(CC(=O)NC1CCCCC1)c1cccc(F)c1)Nc1ccccn1 | 0.02 | 0.1 | i
O=C(Cc1ccccc1)NCC1OCCc2ccccc21 (stereo not given) | 0.27 | -0.8 | i
CCCCOC(=O)CNc1n[nH]c(=S)[nH]c1=O | 0.07 | 4.8 | i
CCOC(=O)N1CCC(NC(=O)c2ccc(CNS(=O)(=O)c3ccc(F)cc3)cc2)CC1 | -1.3 | . | i

The listing, from the start:
SMILES | Kir21 inh | STK33 inh | KCNQ2 block
O=C(CCCC(=O)N(CC(=O)NC1CCCCC1)c1cccc(F)c1)Nc1ccccn1 | 0.02 | 0.1 | i
O=C(Cc1ccccc1)NCC1OCCc2ccccc21 (stereo not given) | 0.27 | -0.8 | i
CCCCOC(=O)CNc1n[nH]c(=S)[nH]c1=O | 0.07 | 4.8 | i
CCOC(=O)N1CCC(NC(=O)c2ccc(CNS(=O)(=O)c3ccc(F)cc3)cc2)CC1 | -1.3 | . | i
COc1cc(CN2CCNC(=O)C2CC(=O)NCCC2=CCCCC2)cc(OC)c1 (stereo not given) | 0 | -2.8 | i
COc1ccc(C(=O)NC2CCc3ccccc32)cc1OC1CCN(C(C)C)CC1 (stereo not given) | 0.01 | -0.1 | i
CC1CCCC(NC(=O)CSC2CCCCC2)C1C (stereo not given) | -1.1 | -1.4 | i
O=C(Nc1ccccc1F)c1ccc(OCc2ccccc2)cc1 | -1.6 | -0.7 | i
CC1CCCC(NC(=O)CSc2ccc(F)cc2)C1C (stereo not given) | -0.9 | -1.3 | i
NNC(=O)CCCNc1ncc(C(F)(F)F)cc1Cl | 0.73 | 1.7 | i
Fc1ccc(CNC(=S)NC2CCCC2)cc1 | -0.03 | -1.4 | i
CCOc1ccc(S(=O)(=O)N(CC(=O)Nc2cccnc2)c2ccc(F)cc2)cc1 | -0.13 | -0.5 | i
O=C(COc1ccc2ccccc2c1)Nc1ccc(Cc2ccncc2)cc1 | 1.5 | -0.2 | i
Cc1cc(C)cc(NC(=O)C(OC(=O)Cn2cnc3c2c(=O)n(C)c(=O)n3C)c2ccccc2)c1 (stereo not given) | 0.01 | -1.1 | -9*
Cc1sc2ncnc(SCC(=O)NCC(C)C)c2c1C | -2.4 | 1.0 | i
CCN(CC)CCNC(=S)Nc1ccc(Cl)cc1 | -0.3 | 1.4 | i
COC(=O)c1ccc(NC(=O)COC(=O)CSc2nc(C)cc(C)n2)cc1 | 0.98 | -0.4 | i
CCOc1cccc2cc(C(=O)NCCC3=CCCCC3)c(=O)oc12 | -1.8 | -0.5 | i
CCOC(=O)CC(C)(C)/C(C)=N/Nc1ccc([N+](=O)[O-])cc1[N+](=O)[O-] | 0.56 | -0.8 | i
O=C(Nc1ccc(N2CCOCC2)cc1)c1ccncc1 | 0.74 | -0.4 | i
CC1=NNC(=O)C(CC(=O)Nc2ccc(Cl)c(Cl)c2)C1 (stereo not given) | 0.9 | -2.0 | i
COc1ccccc1C1=Nc2cccc3cccc(c23)N1 | 1.2 | -4.0 | i
Cc1ccc(C)c(SCC(=O)NCC(c2ccco2)N2CCCCC2)c1 (stereo not given) | -3.7 | -1.7 | i
O=C(O)c1cccc(NC(=O)c2ccc3c(c2)C(=O)N(C2CCCCC2)C3=O)c1 | 0.04 | 0.0 | i
Cc1cccc2cc(CN(Cc3ccco3)C(=O)c3ccncc3)c(=O)[nH]c12 | 2.2 | -0.3 | i
CCc1cc(OCCN(C)C)ccc1Cl | 1.5 | -0.3 | i
Cc1cc(OCn2ccc(C(=O)O)n2)ccc1Cl | -0.8 | 0.6 | i
O=C(Cc1cccc2ccccc12)NN1C(=O)C2C(C1=O)C1C=CC2C12CC2 (stereo not given) | 0.89 | -0.2 | i
CC(=O)c1ccc(NC(=O)C2CCCO2)cc1 (stereo not given) | -0.59 | 1.1 | i
COc1ccc(CC(=O)NCCCCc2ccccc2)cc1OC | -2.3 | -0.1 | i
CCc1cccc(C)c1NC(=S)N(CCN(C)C)Cc1cccs1 | -0.18 | 0.1 | i
Cc1ncc([N+](=O)[O-])n1CC(O)CCl (stereo not given) | -0.31 | -0.5 | i
Cc1ccccc1C(=O)Nc1scc(-c2ccc(Br)cc2)c1C(=O)O | -0.41 | -1.4 | i
COc1cc(/C=N\NC(=O)c2ccc(-c3ccccc3)cc2)cc(OC)c1O | 0.14 | 0.8 | i
CCCOc1ccc(CC(=O)NCC2(c3ccccc3)CCOCC2)cc1OC | 0.81 | 6.1 | i
CC(C)(C)c1ccccc1OCCCCCNCCO | -3.3 | 0.1 | i

Part of the list above, with values under each structure.
Each structure is followed by: Kir21 inh | STK33 inh | KCNQ2 block
- Cc1cc(OCn2ccc(C(=O)O)n2)ccc1Cl
 : -0.8 | 0.6 | i
- O=C(Cc1cccc2ccccc12)NN1C(=O)C2C(C1=O)C1C=CC2C12CC2 (stereo not given)
 : 0.89 | -0.2 | i

Going on with the list.
SMILES | Kir21 inh | STK33 inh | KCNQ2 block
Cc1ccc(S(=O)(=O)N2CCOCC2)cc1C(=O)Nc1nc(-c2cccnc2)cs1 | 2 | -2.2 | i
CC(C)CC(C(=O)Nc1cccc(O)c1)N1C(=O)c2ccccc2C1=O (stereo not given) | 1.5 | -0.4 | i
COC(=O)c1ccccc1NC(=O)CN1C(=O)c2ccccc2S1(=O)=O | 1.5 | -0.3 | i
Cc1nnc(N2CCC(C(=O)N3CCCCC3)CC2)c2nn(-c3ccc(Cl)cc3)c(C)c12 | 0.32 | 1.7 | i
CCOc1ccc(N2CC(C(=O)Nc3ccccc3OC)CC2=O)cc1 (stereo not given) | 1.4 | -1.1 | i
COc1ccccc1OCCNC(=O)c1ccc(C)o1 | 1 | 0.8 | i
CCOc1ccc(N=c2scc(-c3ccccc3)n2CCO)cc1 | -0.41 | -0.3 | i
Cc1ccc(C(=O)NCC(=O)Nc2ccc(F)c(F)c2F)cc1 | 0.01 | -0.3 | i
CCCOC1CCCN(C(=O)c2cc(Cl)c(Cl)cc2C(=O)O)C1 (stereo not given) | -0.31 | 0.2 | i
CN(c1ccccc1)S(=O)(=O)c1cccc(NC(=O)Cn2cnc3c2c(=O)n(C)c(=O)n3C)c1 | 0.04 | -1.5 | i
CC(C)N=C(NC#N)SCc1ccc(F)cc1 | -1.8 | -0.6 | i
Cc1ccc(S(=O)(=O)N2CCN(C(=O)COC(=O)c3ccc(O)cc3)CC2)c(C)c1 | -0.32 | -1.7 | i
COc1ccc(Cc2nnc(N=Nc3c(O)[nH]c4ccc(Br)cc34)[nH]c2=O)cc1 | 1.1 | -1.8 | i
Cc1nn(Cc2noc(C(=O)NCc3ccc(F)cc3)n2)c(C)c1Br | -0.43 | -0.1 | i
CC(NC(=O)C(=O)N/N=C\c1ccc([N+](=O)[O-])cc1)c1ccccc1 (stereo not given) | -0.68 | -2.2 | i
Clc1cccc(C2CCN(Cc3nc(CC4CC4)no3)C2)c1 (stereo not given) | -2.2 | -0.4 | i
Cc1ccc(S(=O)(=O)/N=c2\sccn2C)cc1 | -1.2 | -0.4 | i
Cc1ccc(-n2cccc2/C=N/n2cnnc2)cc1Cl | -0.01 | -0.5 | i
O=C(CNC(=O)c1ccccc1F)NCCOc1cccc(Cl)c1Cl | -0.18 | 0.2 | i
Cc1ccc(NC(=O)CSc2nccn2Cc2ccccc2)cc1C | -0.9 | -1.0 | i
Nc1nnc(CCS(=O)(=O)c2ccc(Cl)cc2)s1 | 0.1 | -3.5 | i
COc1cc(CN2CCCC(CO)(Cc3ccccc3F)C2)ccc1O (stereo not given) | 1.1 | -0.3 | i
CCc1ccc(C(=O)N/N=C(\C)c2ccncc2)s1 | 0.5 | 6.9 | i
CCc1cccc2c(C(=O)COC(=O)c3ccc(O)cc3)c[nH]c12 | -1.2 | -1.3 | i

Record cards, from the list above.
Profile of `Cc1ccc(S(=O)(=O)/N=c2\sccn2C)cc1` : Kir21 inh: -1.2; STK33 inh: -0.4; KCNQ2 block: i
Profile of `COc1cc(CN2CCCC(CO)(Cc3ccccc3F)C2)ccc1O` (stereo not given) : Kir21 inh: 1.1; STK33 inh: -0.3; KCNQ2 block: i

Continued:
SMILES | Kir21 inh | STK33 inh | KCNQ2 block
COC(=O)c1ccc(C(=O)NC2CCCc3c2cnn3-c2ccccc2F)nc1 (stereo not given) | -0.56 | -1.5 | i
CC(C)Oc1ccc(NC(=O)c2ccncc2)cc1 | -1.5 | 1.2 | i
Cc1nn(-c2ccccc2)c2nc(-c3ccco3)cc(C(=O)O)c12 | 0.09 | 2.9 | i
CCCCNC(=O)c1ccc(NS(=O)(=O)c2ccccc2)cc1 | -0.01 | 0.6 | i
CN(C)c1ccc(-c2nc3ccccc3n2C)cc1 | -0.03 | 6.3 | i
Cc1ccc(NC(=S)NNC(=O)C2CC2c2ccc(C)cc2)cc1 (stereo not given) | -1.2 | 0.3 | i
Cc1c(NC(=O)COC(=O)COc2ccc(Nc3ccccc3)cc2)c(=O)n(-c2ccccc2)n1C | 2.1 | 0.7 | i
COc1ccc(N2CCN(C(=O)c3ccc(C)c(NC(=O)C4=C(C)OCCS4)c3)CC2)cc1 | -1.2 | -1.8 | i
COc1cc2c(cc1OC)CN(C(=S)Nc1ccc(OC(F)F)cc1)CC2 | -0.52 | 0.2 | i
CCOC(=O)Cn1nc(-c2ccccc2)nc1-c1ccccc1 | 0.09 | 0.6 | i
Cc1ccsc1C(=O)N(CC(C)C)c1c(N)n(Cc2ccccc2)c(=O)[nH]c1=O | -1.1 | 0.0 | i
COc1ccc(S(=O)(=O)NNC(=O)Nc2ccc(C)cc2C)c(OC)c1 | 1.1 | -0.4 | i
Cc1noc(C)c1C(=O)Nc1sc2c(c1C(N)=O)CCCCC2 | 0.03 | 0.9 | i
O=C(NCc1ccccn1)Nc1ccc(F)cc1 | 0.6 | -1.3 | i
Cc1c(Cl)cnc(NC(=O)COC(=O)CCS(=O)(=O)c2ccccc2)c1Cl | 0.74 | 0.0 | i
Cc1ccc2nc(NC(=O)/C=C/c3ccc4c(c3)OCO4)sc2c1 | 0.98 | -0.4 | i
COc1ccccc1CCNC(=O)C1CCN(C(=O)/C=C/c2ccccc2)CC1 | -0.35 | 0.1 | i
C/C(=N\NC(=O)CCc1ccc(S(=O)(=O)N2CCOCC2)cc1)c1ccc(OC(F)F)cc1 | -0.02 | . | i
COc1ccc(NC(=O)Nc2cccc(OC)c2)cc1 | 1.2 | -0.6 | i
COCCN(C(=S)Nc1cc(C)ccc1C)C(C)c1cccnc1 (stereo not given) | -0.75 | -5.8 | i
O=C(c1ccc(OC2CCN(CCO)CC2)cc1)N1CCCC1 | 0.11 | -0.2 | i
CC1(C)CC(N2CCN(C(c3ccccc3)c3ccccc3)CC2)=CC(=[N+]2CCCCC2)C1 | -9.7* | -0.4 | i
CC(C)NC(=O)CSc1nc(N)c(NC(=O)c2ccco2)c(=O)[nH]1 | -0.28 | -1.7 | i
COc1cc(/C=N/Nc2snc(SC)c2C#N)cc(OC)c1OC | 2.1 | 2.5 | i
COc1ccc(S(=O)(=O)NCC(=O)NCc2cc(=O)n(C)c(=O)n2C)cc1C | 0.06 | -0.8 | i
Oc1ccccc1Oc1c(F)c(F)nc(N2CCCC2)c1F | -1.8 | 0.0 | i
Cc1ccc2nc(Cl)c(/C=N/Nc3nc(C)cc(C)n3)c(=O)n2c1 | 0.71 | . | i
Cc1ccc(CN(CCO)CCO)cc1 | -1.1 | -0.9 | i
CCc1n[nH]c(=S)n1/N=C/c1c(O)ccc2ccccc12 | 0.75 | . | i
Cc1cc(=O)oc2cc(OCC(=O)NCCN3CCOCC3)c(Cl)cc12 | 1.5 | -4.3 | i
CCOc1ccc(S(=O)(=O)Nc2nc3ccccc3nc2Nc2ccc(N3CCOCC3)cc2)cc1 | -4.4 | 1.4 | -5.6*
Cc1cc(C)cc(C(=O)NCCN2CCOCC2)c1 | 0.25 | -2.2 | i
CCCOc1ccc(C2c3c(oc4cc(C)c(C)cc4c3=O)C(=O)N2CCCN(C)C)cc1 (stereo not given) | -0.84 | 1.4 | i
CC(C)C[C@H](NC(=O)OC(C)(C)C)C(=O)N1CCC(C(=O)N[C@@H](Cc2c[nH]c3ccccc23)C(=O)O)CC1 | 0.08 | -1.0 | i
Cc1c(C)n(Cc2ccc(Cl)cc2)c2ccc(C(=O)NCCN3CCOCC3)cc12 | -0.2 | 0.5 | i
Cc1ccc(NC(=O)CSc2ccc3nnc(-c4cccnc4)n3n2)cc1 | -0.14 | -1.1 | i
COc1ccc(CNc2ccccc2SC)cc1OC | -0.57 | -2.0 | i
CCN(CC)/C(N)=N/c1nc(C)cc(C)n1 | 0.1 | -2.7 | i
CSc1nnnn1-c1ccc(C(=O)OCC(=O)N2CCOCC2)cc1 | -0.06 | 5.9 | i
COc1ccc(CNC(=O)[C@H](C)N2C(=O)N3CCc4c([nH]c5ccccc45)[C@@]3(C)C2=O)cc1OC | -0.61 | -2.2 | i
Cc1cc(=S)c2ccccc2[nH]1 | 0.7 | -1.4 | i
COc1ccc(CCNC(=O)Cn2cnc3c(cnn3C(C)(C)C)c2=O)cc1OC | 0.67 | -2.1 | i
CC(C)C[C@H](NS(=O)(=O)c1ccc(Br)cc1)C(=O)O | 0.03 | -2.7 | i
COc1ccc(CCNC(=O)c2cc3c(F)cccc3s2)cc1OC | -1.2 | -0.6 | i
CCN1CCN(Cc2ccc(NC(=O)c3ccc(C)c(NC(=O)c4nccnc4N)c3)cc2C(F)(F)F)CC1 | -0.91 | 2.3 | i
Cc1ccccc1NC(=O)COc1ccc(Br)cc1CNCCCO | -0.14 | -0.6 | i

High-throughput results: PubChem, several laboratories
